AID2073: inhibitors of Mint1-CaV2.2 protein interaction, biochemical, HTRF (AID 2073) | 290,000 tested, 0.19% active | HTRF protein-protein interaction, Mint1-CaV2.2; higher % means a stronger effect | inhibition, % at 20 µM; hits with a dose series show IC50 in µM; in the data active means inhibition mostly above about 51%, no sharp cut-off; inconclusive means no clear call, values can overlap the other calls; inactive means mostly below about 53%; further: some results filed as inactive read as strong as hits
P. falciparum M1AAP: P. falciparum M1AAP inhibitors, biochemical, fluorogenic H-Leu-NHMec substrate, 1536-well (AID 1445). recombinant M1AAP, H-Leu-NHMec fluorogenic kinetic assay; higher % means a stronger effect. inhibition, % at 30 µM, or IC50 in µM where a hit was titrated. 220,000 tested, 0.42% active;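 active means primary inhibition above the hit cutoff, then over 50% inhibition at one or more dose response concentrations, cut at about 23% in these data, passing the limit was not always enough; inconclusive means conflicting primary data, or primary hits not chosen for dose response; inactive means low primary inhibition, or under 50% at every dose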;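 further: plate controls were DMSO full reaction for no effect and no enzyme background for full effect; strong numbers were not always called active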
NOD1 inhibition: inhibition of NOD1-driven NF-kB reporter – cell-based, luminescence, uHTS, primary screen (AID 1578); NOD1-driven NF-kB luciferase reporter cells, luminescence; higher % means a stronger effect; one-dose inhibition, % at 4 µM; EC50 in µM for titrated hits; 290,000 tested, 1% active; in the data active means inhibition mostly above about 36%, no sharp cut-off; inactive means mostly below about 34%;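 further: HEK-293T reporter cells stimulated with the NOD1 agonist gamma-tri-DAP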
KOR beta-arrestin-1: KOR agonists, beta-arrestin recruitment, primary screen, cell-based, luminescence, uHTS (AID 1777); activation, % at 10 µM; hits with a dose series show EC50 in µM; KOR beta-arrestin recruitment, luminescence; higher % means a stronger effect; 280,000 tested, 0.02% active; in the data active means activation above about 50%, passing the limit was not always enough; further: a part of the inactive calls stands beside numbers as strong as those of hits
GPR55 activation: GPR55 agonists via beta-arrestin recruitment, primary screen, imaging, U2OS cells, beta-arrestin-GFP redistribution (AID 1961). U2OS GPR55 beta-arrestin-GFP redistribution imaging; higher % means a stronger effect. one-dose activation, % at 10 µM; EC50 in µM for titrated hits. 290,000 tested, 0.048% active;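 active means activation above 40% with more than 50 cells counted in the well; inconclusive means wells holding fewer than 50 cells, flagged as toxic or sparse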;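 further: U2OS osteosarcoma cells stably expressing GPR55 and beta-arrestin-GFP; plate controls were DMSO negative control for no effect and LPI positive control for full effect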
M17LAP inhibition: P. falciparum M17LAP inhibitors, primary screen, biochemical, fluorogenic H-Leu-NHMec substrate, 1536-well (AID 1619); one-dose inhibition, % at 30 µM; IC50 in µM for titrated hits; 220,000 tested, 0.38% active; recombinant M17LAP, H-Leu-NHMec fluorogenic kinetic assay; higher % means a stronger effect;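 active means compound inhibiting the enzyme by more than half at any dose during confirmatory dose-response retesting; inconclusive means strong single-dose inhibitors picked by rank but not retested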;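 further: plate controls were full reaction with DMSO carrier for no effect and no enzyme background for full effect; strong numbers were not always called active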
HEK293 NOD2/NF-kB: NOD2 signaling inhibitors, cell-based, luminescence, uHTS, HEK293 (AID 1566). 290,000 tested, 0.63% active. HEK293 NOD2/NF-kB luciferase reporter, luminescence; higher % means a stronger effect. inhibition, % at 4 µM; hits with a dose series show EC50 in µM; further: many of its hits are not listed in these tables
Dynein transport: dynein cargo transport inhibition; 3617.4 mouse cells, GR-EGFP nuclear translocation imaging; test concentration mostly 20 µM; stimulated with dexamethasone, 1 µM; stronger effect = lower value; z-score, hits read low; 220,000 tested, 0.47% active; AID 1381;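 active means plate z-score of nuclear minus cytoplasmic receptor signal below a set negative limit, without overly bright fluorescence or cell loss, cut at about -3.5 in these data, passing the limit was not always enough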;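 further: z-score of nuclear minus cytoplasmic ring GR-EGFP intensity difference per well; some compounds called inactive have numbers as strong as hits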
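Medium: Induction medium lacking tetracycline, stripped serum | Probe or stimulus: 1.0 µM final dexamethasone stimulus | Schedule: 48 h induction, then 1 h compound, then 30 min agonist, 37 °C | Signal: Automated 10x imaging of fixed Hoechst-stained cells | Evaluation: Per-cell GR-EGFP intensity, nucleus versus surrounding cytoplasmic ring, well-averaged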
KOR beta-arrestin-2: KOR antagonists, beta-arrestin recruitment, cell-based, luminescence, uHTS (AID 1778) | KOR beta-arrestin recruitment, luminescence, antagonist mode; higher % means a stronger effect | one-dose inhibition, % at 10 µM; IC50 in µM for titrated hits | 290,000 tested, 0.091% active; further: strong numbers were not always called active
Dynein transport cytoplasmic EGFP: also measured in Dynein transport; calls as there; z-score; measured here: cytoplasmic GR-EGFP intensity; stronger effect = higher value
Dynein transport nuclear GR-EGFP: further read-out of Dynein transport, marked with its call; z-score; measured here: nuclear GR-EGFP intensity;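 lower value marks the stronger effect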
Dynein transport cell count: also measured in Dynein transport; calls as there; z-score; measured here: cell count per field
* = called active by the depositor; ? = inconclusive; / = not tested or not shown; [ ] = remark or other dose. Unless noted, no stated cut-off is given here; in the data, active means inhibition above about 50%; inactive means the rest. The list is partial. The share of hits here may be higher or lower than overall.

compound	AID2073	P. falciparum M1AAP	NOD1 inhibition	KOR beta-arrestin-1	GPR55 activation	M17LAP inhibition	HEK293 NOD2/NF-kB	Dynein transport	Dynein transport cytoplasmic EGFP	Dynein transport nuclear GR-EGFP	Dynein transport cell count	KOR beta-arrestin-2
Cn1cccc1CC(=O)NNC(=O)Nc1ccc(F)cc1	1%	4%	-25%	-8.8%	0.2%	17%	3%	-0.36	-0.21	-0.18	-0.028	-20%
Cc1cc(NC(=O)COC(=O)C2COc3ccccc3O2)no1 (centres undefined)	-2%	3%	-13%	3.8%	-0.2%	0%	-14%	1.1	-0.2	0.86	-0.12	-28%
CCN1C(=O)NC2C1N(S(C)(=O)=O)CCN2S(C)(=O)=O (centres undefined)	-9%	5%	2%	-0.4%	0.2%	-3%	7%	-0.64	-0.2	0.0003	0.087	24%
Cc1ccc(C(=O)Nc2scc(-c3ccccc3)c2C(=O)O)o1	?	68µM*	-39%	-0.5%	-0.2%	24%	7%	-0.78	-0.34	-0.85	1	14%
Cc1cc(N2CCC(C)CC2)nc(SCC(=O)c2ccccc2)n1	9%	4%	12%	-5.2%	0.4%	-2%	5%	1.7	0.095	0.78	-1.1	6%
CCc1nnc(NC(=O)c2ccc(-c3ccc([N+](=O)[O-])cc3Cl)o2)s1	56%	0%	-4%	4.1%	0.4%	6%	8%	0.27	1.4	0.12	0.099	-42%
CCc1ccc(/C=N/NC(=O)c2ccccn2)cc1	11%	3%	-4%	1.3%	-0.1%	5%	-70%	-0.12	-0.25	0.6	0.67	-16%
Cc1ccc(Cl)cc1N1CCN(C(=O)CCC(=O)O)CC1	-3%	-5%	-2%	-2.3%	-0.3%	-2%	2%	1.7	-0.19	0.96	-0.51	-22%
C=CCNc1nc(N)c(C(=C(C#N)C#N)c2ccc(Br)cc2)s1	16%	7%	13%	11%	0.3%	7%	4%	1	-0.16	0.74	-0.84	-65%
CC(C)CC(NC(=O)c1ccccc1)C(=O)N/N=C/c1ccco1 (centres undefined)	4%	5%	-31%	-2.3%	1.7%	11%	2%	-0.62	-0.3	0.35	0.48	0%
Cc1cc(C)cc(NC(=O)CSc2nc3ccncc3[nH]2)c1	-5%	13%	1%	3.6%	-0.2%	17%	18%	-0.12	-0.27	0.039	0.46	-8%
CCOC(=O)N1CCC(NC(=O)c2cc(C(=O)NCc3ccc(F)cc3)ccc2CO)CC1	-4%	1%	-10%	1.3%	-0.1%	2%	4%	-0.63	-0.19	-0.074	0.27	-16%
Cc1ccc2[nH]c(=O)c(CN(C(=O)c3cccc([N+](=O)[O-])c3)C(C)C)cc2c1	-4%	7%	2%	/	0.4%	2%	8%	-0.61	-0.22	-0.4	0.36	12%
c1ccn2cc(C34CC5CC(CC(C5)C3)C4)nc2c1	3%	-2%	-30%	-4.0%	-0.4%	-3%	15%	-0.77	-0.26	-0.41	0.81	18%
Cc1nn(S(=O)(=O)c2ccc(C(C)C)cc2)c(C)c1S(=O)(=O)N1CCOCC1	0%	/	-18%	-1.1%	-0.3%	/	9%	/	/	/	/	-16%
CCOC(=O)c1cnc(SC2CC(=O)N(c3cccc(OC)c3)C2=O)nc1N (centres undefined)	-22%	6%	-24%	3.8%	0.0%	0%	8%	-0.26	-0.093	0.25	0.12	18%
COc1ccc(OC)c(NC(=O)C2CCN(S(=O)(=O)c3cccs3)CC2)c1	-8%	1%	-21%	2.3%	-0.1%	0%	1%	0.74	0.35	0.68	0.15	-64%
c1nc2sc3c(c2c2nnnn12)CCC3	18%	9%	-2%	5.6%	0.7%	16%	16%	0.29	-0.25	0.18	0.23	-22%
COc1ccc(-n2ncc(C(C)NS(=O)(=O)c3cccs3)c2C)cc1 (centres undefined)	9%	/	14%	-0.1%	0.3%	/	6%	/	/	/	/	-34%
COc1ccc(C(=O)NC(=S)NCc2cccnc2)cc1[N+](=O)[O-]	-10%	7%	-29%	0.0%	0.3%	8%	11%	-0.18	-0.2	0.055	0.15	/
O=C(NCc1ccc2c(c1)OCO2)c1ccccc1	1%	8%	-41%	-2.0%	0.5%	2%	-4%	-0.43	-0.24	0.37	0.55	14%
CCCNCc1cc(OC)c(OCC(=O)NCCc2ccccc2)cc1Br	-1%	-2%	-2%	-0.5%	0.4%	-3%	24%	-1.1	-0.34	-0.54	0.71	-26%
CCOc1cc(S(=O)(=O)NCc2ccccn2)ccc1Cl	4%	2%	-18%	-3.9%	-0.1%	7%	2%	-1.2	-0.15	-0.73	0.15	-19%
O=C1CCC(C(=O)OCc2ccccc2)N1 (centres undefined)	-1%	2%	-13%	-6.3%	-0.1%	-4%	-7%	-0.52	-0.15	-0.088	1.4	-3%
O=C(COC(=O)CNS(=O)(=O)/C=C/c1ccccc1)NC1CCS(=O)(=O)C1 (centres undefined)	1%	-2%	2%	-2.7%	0.4%	-10%	2%	-0.77	-0.28	-0.58	0.68	/
Cc1nnc(SCC(=O)NC23CC4CC(CC(C4)C2)C3)n(N)c1=O	3%	3%	-35%	-3.2%	-0.4%	-1%	12%	0.022	-0.34	-0.22	-0.51	-7%
O=C(CC1Sc2ccccc2NC1=O)NCc1ccc(Cl)cc1 (centres undefined)	-3%	-3%	-16%	-1.0%	0.6%	-7%	10%	-0.23	-0.22	-0.11	1.1	18%
OCCN(CC#CC(O)(c1ccccc1)C1CCCCC1)CCO (centres undefined)	9%	/	-12%	-3.0%	-0.1%	/	9%	/	/	/	/	-37%[20 µM]
CCOCCCNC(=S)Nc1cc(OCC)c(NC(=O)c2ccco2)cc1OCC	-9%	3%	-20%	-3.2%	0.1%	-7%	10%	-0.43	-0.28	-0.16	0.79	24%[20 µM]
Cc1cccc(NC(=O)C2(C)CC3c4ccccc4C2c2ccccc23)c1C (centres undefined)	7%	3%	-21%	-1.8%	-0.3%	-4%	-17%	-0.3	-0.25	-0.22	1.4	12%
Cc1ccc(S(=O)(=O)N(CCC(=O)Nc2ccc(OC(F)(F)F)cc2)c2ccccc2)cc1	-6%	3%	-9%	16%	-0.3%	1%	4%	0.57	-0.31	-0.19	-0.46	-41%
Cc1cc(C(=O)C(C)Sc2cccc[n+]2[O-])c(C)n1-c1ccc(Cl)cc1 (centres undefined)	9%	0%	-29%	-0.4%	0.1%	1%	-30%	0.14	0.18	0.35	0.43	8%
Cc1csc2nc(CCNS(=O)(=O)c3ccc4c(c3)OCCO4)cn12	-2%	11%	-8%	8.3%	0.3%	0%	2%	-0.9	-0.055	-0.48	-0.65	-7%
O=C(CSCc1ccc(Cl)cc1)N/N=C/c1ccccc1	8%	-10%	-6%	2.7%	-0.2%	1%	3%	-0.22	-0.045	0.13	-0.099	13%
CCOC(=O)NC(=O)/C(N=Nc1cccc(C(F)(F)F)c1)=C(\C)O	2%	5%	-31%	-2.5%	0.0%	-2%	-45%	1.5	-0.18	1	-0.93	22%
COc1ccc(C)cc1NC(=O)CCC(=O)Nc1ccc2nc(N3CCN(C)CC3)cc(C)c2c1	-1%	7%	-24%	-1.8%	0.2%	-19%	14%	-0.71	-0.17	0.19	1.3	13%
Cc1cccc(NC(=O)c2snc3c(=O)[nH]cnc23)c1	-4%	-4%	-12%	0.1%	0.7%	8%	9%	-0.23	-0.19	-0.12	0.24	14%
Cc1cc(C)c(NC(=O)CS(=O)CC(=O)Nc2ccc(F)cc2F)c(C)c1 (centres undefined)	-9%	/	-3%	/	0.4%	/	4%	-1.3	-0.73	-0.91	0.47	19%
CCCc1nc2sc3c(c2c(=O)n1NC(=O)CCCl)CCCC3	-7%	21%	-6%	-8.5%	-0.1%	3%	-8%	1.2	-0.26	0.37	-0.33	37%
CC(=O)Nc1cccc(NC(=O)CSc2ccc3nnc(CCNC(=O)c4ccccc4)n3n2)c1	-16%	7%	-18%	-1.3%	-0.2%	5%	12%	-0.19	-0.2	-0.11	0.52	-19%
Cc1ccc(NC(=O)c2cc(S(=O)(=O)N3CCCCC3)ccc2N2CCOCC2)cc1F	2%	-2%	-7%	-2.7%	0.0%	-1%	-20%	-1.1	-0.086	-0.45	1.7	19%
COCCCN(C(=S)Nc1cc(C)cc(C)c1)C(C)c1ccncc1 (centres undefined)	-20%	2%	-17%	0.3%	0.3%	5%	1%	-0.025	-0.22	0.073	0.47	11%
O=C(NNC(=O)c1ccncc1)Nc1ccc([N+](=O)[O-])cc1	-7%	12%	-4%	-1.6%	-0.3%	26%	8%	-0.38	-0.23	-0.43	0.41	-30%
CCc1ccccc1S(=O)(=O)c1c(C)cc(C)nc1Cl	6%	/	-3%	-6.1%	0.0%	/	25%	/	/	/	/	10%

Compound profiles, as listed above.
Record of O=C(CSCc1ccc(Cl)cc1)N/N=C/c1ccccc1 → AID2073 = 8%; P. falciparum M1AAP = -10%; NOD1 inhibition = -6%; KOR beta-arrestin-1 = 2.7%; GPR55 activation = -0.2%; M17LAP inhibition = 1%; HEK293 NOD2/NF-kB = 3%; Dynein transport = -0.22; Dynein transport cytoplasmic EGFP = -0.045; Dynein transport nuclear GR-EGFP = 0.13; Dynein transport cell count = -0.099; KOR beta-arrestin-2 = 13%
Record of Cc1cc(NC(=O)COC(=O)C2COc3ccccc3O2)no1 (centres undefined) → AID2073 = -2%; P. falciparum M1AAP = 3%; NOD1 inhibition = -13%; KOR beta-arrestin-1 = 3.8%; GPR55 activation = -0.2%; M17LAP inhibition = 0%; HEK293 NOD2/NF-kB = -14%; Dynein transport = 1.1; Dynein transport cytoplasmic EGFP = -0.2; Dynein transport nuclear GR-EGFP = 0.86; Dynein transport cell count = -0.12; KOR beta-arrestin-2 = -28%
